# STAT1 act: STAT1 signaling activation; activation (% of control), % at 5.5 µM; NIH 3T3 STAT1-luciferase reporter, IFN-gamma, luminescence; 100% = IFN-gamma alone, no compound; AID 932; actives 2.6% (n = 200,000);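 active = activation above the screen-wide mean activation plus 3 SD, cut at about 130% in these data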;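 note: raw ratio to IFN-gamma control signal so 100% means no change and 0% no light; values of inactives mirror those of a sister screen read the other way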
# Efa HMGR inh: E. faecalis class II HMG-CoA reductase inhibition; inhibition, % at 10 µM; AID 1066; purified E. faecalis HMGR, NADPH absorbance 340 nm kinetic; actives 0.41% (n = 190,000);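 active = inhibition above a set limit, the median over all tested compounds plus 3 SD, cut at about 9.5% in these data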;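 note: enzyme runs in reverse so mevalonate oxidation gives rising NADPH absorbance; 0% = complete reaction with DMSO and 100% = background rate lacking mevalonate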
# Hsp70 activator: transcriptional activators of Hsp70 | HeLa Hsp70 promoter luciferase reporter, luminescence; scaled: vehicle 0, proteasome-inhibitor control 100% | activation, % at 10 µM | actives 0.04% (n = 200,000) | AID 1203;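 active = activation above the mean across all tested compounds plus 3 SD, cutoff set per campaign, cut at about 5.5% in these data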;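 note: 100% = MG132 at 30 µM as the positive control and 0% = DMSO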
# NF-kB neuron act: NF-kB expression increase, human neuronal cells. NF-kB reporter expression; hits give high values. fold change at 12.5 µM. actives 1.6% (n = 190,000). AID 1239; in the data active = fold change above about 3.3
# DTT redox prof: compounds producing H2O2 with reducing agent – biochemical, NIH compound library profiling, artefact control for MLSCN library redox annotation, primary screen | AID 878 | actives 0.03% (n = 200,000) | activation, % at 10 µM | DTT-dependent redox cycling H2O2, phenol red/HRP absorbance; 100% = 100 µM peroxide control, 0% = buffer;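 active = activation of at least 50% relative to the plate's high and low controls in the primary single-dose screen; inactive = activation below 50%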;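 note: compound incubated with DTT at 0.8 mM final as the reducing agent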
# APP 5'UTR act: activates APP 5'UTR luciferase reporter; SH-SY5Y APP 5'UTR luciferase reporter, luminescence; zero percent = DMSO vehicle wells; activation, % at 2 µM; actives 1% (n = 190,000); AID 1276;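 active = activation above a set limit, based on mean plus 3 SD of controls, cut at about 140% in these data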; note: values of inactives mirror those of a sister screen read the other way
# TLR4 MyD88 comp: inhibitors of human TLR4-MyD88 binding | AID 861 | HeLa CL3-4 TLR4/MyD88 BLA complementation, FRET ratio | inhibition, % at 8.4 µM | actives 0.18% (n = 200,000) | O00206+Q99836; in the data active = inhibition above about 25%;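 note: 0% = vehicle and 100% = reference inhibitor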
# Target sequence (O00206 whole entry, looked up): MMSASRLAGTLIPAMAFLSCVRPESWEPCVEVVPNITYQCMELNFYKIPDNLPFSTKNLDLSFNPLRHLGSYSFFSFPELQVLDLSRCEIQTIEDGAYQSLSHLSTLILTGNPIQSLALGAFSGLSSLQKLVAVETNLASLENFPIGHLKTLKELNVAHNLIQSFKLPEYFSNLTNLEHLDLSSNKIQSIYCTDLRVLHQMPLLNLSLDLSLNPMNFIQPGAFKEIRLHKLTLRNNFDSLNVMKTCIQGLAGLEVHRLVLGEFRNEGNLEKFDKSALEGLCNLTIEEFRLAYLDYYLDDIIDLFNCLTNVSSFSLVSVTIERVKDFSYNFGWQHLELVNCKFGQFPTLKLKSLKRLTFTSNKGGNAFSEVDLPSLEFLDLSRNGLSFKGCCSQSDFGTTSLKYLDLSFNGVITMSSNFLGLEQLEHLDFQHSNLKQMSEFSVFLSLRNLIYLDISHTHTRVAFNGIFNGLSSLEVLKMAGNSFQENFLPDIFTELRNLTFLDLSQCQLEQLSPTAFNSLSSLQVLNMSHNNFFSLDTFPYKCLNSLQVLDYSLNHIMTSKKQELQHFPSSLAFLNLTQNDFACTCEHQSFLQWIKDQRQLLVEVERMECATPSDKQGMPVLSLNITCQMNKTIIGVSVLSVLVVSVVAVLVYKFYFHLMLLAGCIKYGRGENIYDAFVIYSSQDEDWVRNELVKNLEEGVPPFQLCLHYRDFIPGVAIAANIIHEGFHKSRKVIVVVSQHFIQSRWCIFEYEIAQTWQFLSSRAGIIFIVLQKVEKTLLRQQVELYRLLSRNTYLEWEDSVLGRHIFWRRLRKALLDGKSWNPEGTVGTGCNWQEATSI
# Target sequence (Q99836 whole entry, looked up): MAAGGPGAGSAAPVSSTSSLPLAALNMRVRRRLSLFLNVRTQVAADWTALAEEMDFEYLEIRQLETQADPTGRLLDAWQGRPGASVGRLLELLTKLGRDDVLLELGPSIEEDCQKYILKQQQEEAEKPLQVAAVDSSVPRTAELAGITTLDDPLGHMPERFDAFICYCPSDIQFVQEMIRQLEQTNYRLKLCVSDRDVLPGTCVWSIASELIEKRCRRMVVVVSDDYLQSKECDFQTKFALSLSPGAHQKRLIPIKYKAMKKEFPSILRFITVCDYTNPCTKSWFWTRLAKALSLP
# STAT3 activator: increases IL-6 driven STAT3 reporter signal. U3A cells, IL-6 STAT3-luciferase reporter, luminescence; 100% = signal with IL-6 EC80 alone. actives 0.91% (n = 190,000). activation (% of control), % at 5.6 µM;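 active = activation above the screen-wide mean of compound activation plus 3 SD, cut at about 130% in these data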;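 note: 0% = background luminescence of wells with medium and substrate only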
#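 Material: human U3A cells carrying STAT3-luciferase construct. Measured by: reporter luminescence signal. Timing: compound 1 h, then IL-6 6 h at 37 °C.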
# STAT3 inh: inhibitors of IL-6 induced STAT3 signaling; AID 862; U3A cells, IL-6 STAT3-luciferase reporter, luminescence; host cell line lacks STAT1; inhibition, % at 5.5 µM; actives 0.89% (n = 190,000);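 active = inhibition above the mean inhibition across all screened compounds plus 3 SD, cut at about 44% in these data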;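 note: 0% = DMSO only wells and 100% = 100 µM nifuroxazide control wells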
# STAT1 inh: inhibitors of IFN-gamma induced STAT1 signaling. NIH 3T3 STAT1-luciferase reporter, luminescence. inhibition, % at 5.5 µM. actives 0.35% (n = 200,000). AID 920;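 active = inhibition above a set limit, the mean inhibition across all tested compounds plus 3 SD, cut at about 34% in these data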;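 note: 0% = IFN-gamma with DMSO and 100% = IFN-gamma with 300 µM nifuroxazide; values of inactives mirror those of a sister screen read the other way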
# * = called active by the depositor; . = not tested or not shown.
SMILES,STAT1 act,Efa HMGR inh,Hsp70 activator,NF-kB neuron act,DTT redox prof,APP 5'UTR act,TLR4 MyD88 comp,STAT3 activator,STAT3 inh,STAT1 inh
COC(=O)c1ccc(C(=O)OC)c(NC(=O)COC(=O)c2ccccc2OC)c1,95,-4,-0.3,1.2,-0.1,-3,2,92,11,6
CCOC(=O)C(C)Sc1cc(CS(=O)(=O)c2ccccc2)nc(-c2ccccc2)n1 (configuration not stated),100,-5,-0.2,0.91,-0.5,23,3,93,14,0
COc1ccc(NC(=O)CN2CCN(CC(=O)Nc3ccccc3F)CC2)c(OC)c1,105,-2,-0.2,0.91,-0.4,8,-8,101,7,-5
O=C(NCCC1=CCCCC1)C1CCN(C(=O)Nc2ccccc2)CC1,92,3,0.0,1,0.4,14,4,101,2,8
COC(=O)CSc1nnc(-c2ccoc2C)n1-c1ccc(C)cc1,99,1,0.0,0.88,-0.1,6,2,96,6,1
CC(C)CCc1noc(CN(C)CC2CCN(Cc3ccccc3)CC2)n1,102,-6,0.0,0.9,-1.2,-9,-2,103,0,-4
COc1ccc(N2C(=O)CC(N3CCC(O)(c4cccc(C(F)(F)F)c4)CC3)C2=O)cc1 (configuration not stated),90,0,0.1,0.93,1.6,18,9,106,-3,10
COc1ccc2c(c1)c(C(C)=O)c(C)n2-c1ccccc1,93,-1,-0.3,1.7,0.8,-16,-6,109,-3,7
O=C(c1ccc(S(=O)(=O)Nc2ccccc2)cc1)N1CCOCC1,110,-3,-0.1,1.3,2.5,-1,0,105,-3,-11
O=C(O)CCCCCNC(=O)/C=C/c1ccco1,92,2,-0.3,1,0.7,2,-3,107,-2,8
CCOc1cc(C(=O)NCc2ccncc2)cc(OCC)c1OCC,97,-1,-0.1,1.2,2.4,6,-4,107,-4,3
CS(=O)(=O)N(CCc1ccccc1)CC(=O)NCc1ccco1,91,0,0.0,1.2,2.0,-9,-13,100,4,10
CC(C)CCNC(=O)NC(=O)COC(=O)/C=C/c1cccc([N+](=O)[O-])c1,102,-13,0.1,1,0.3,-19,5,98,10,-3
C/C=C/c1cc(CN2CCN(c3ccccc3)CC2)c(O)c(OC)c1,94,2,-0.3,1,-1.4,17,-3,106,-6,4
CCC1(CC)C(=O)NC(=O)NC1=NCCc1c[nH]c2ccccc12,98,-4,-0.2,1.2,0.3,-1,6,98,13,2
Cc1ccc(-c2c[nH]c(=S)n2-c2ccccc2)cc1,100,-4,0.1,0.9,-2.2,6,-9,94,10,0
CCCC(c1nnnn1CS(=O)(=O)c1ccc(C)cc1)N1CCN(c2ccc(F)cc2)CC1 (configuration not stated),105,1,-0.2,0.89,2.3,0,-12,99,5,-5
CCCn1c(N)c(N(CCOC)C(=O)/C=C/c2cccc(Cl)c2)c(=O)[nH]c1=O,88,-5,-0.3,1.2,-1.2,4,14,100,5,11
Cc1noc(C)c1CSc1nc2sc(C)c(C)c2c(=O)n1C1CCCC1,102,-16,0.3,1.2,1.3,5,14,110,-6,-2
CCCS(=O)(=O)N1CCN(C(=O)c2ccccc2F)CC1,103,2,0.8,0.94,2.7,-1,-3,97,8,-4
Cc1ccc(C)c(CSC2=NCCN2C(=O)Cc2ccc([N+](=O)[O-])cc2)c1,101,-6,-0.4,1.1,0.7,14,2,108,-15,-1
COc1cc(OC)cc(C(=O)NCCN2C(=O)S/C(=C\c3cccs3)C2=O)c1,85,3,-0.3,1,-2.0,-6,-7,108,-2,15
CC(=O)Nc1cc2nn(-c3ccccc3)nc2cc1Cl,131*,-4,0.1,5.3*,-0.6,53,-3,89,15,-34
CCCCCCCCS(=O)C1CCS(=O)(=O)C1 (configuration not stated),99,-3,-0.4,1.1,2.3,-5,3,99,6,1
Clc1ccc(OCc2nnnn2-c2ccccc2)cc1,115,3,0.3,1.2,-0.2,-2,6,97,5,-17
COc1ccc(C2C(C(=O)N3CCCC3)CC(=O)N2c2ccc(OC)cc2)cc1 (configuration not stated),99,3,-0.2,0.76,-0.4,-9,-10,106,-1,2
CCOC(=O)c1sc(Nc2ccc(OCC)cc2)nc1C,108,1,0.0,1.1,-1.1,15,-4,85,22,-11
c1ccc2c(c1)NC(c1ccncc1)n1c-2nc2ccccc21 (configuration not stated),98,-7,-0.4,1.2,-0.4,22,10,99,9,2
CN(Cc1cnn(C)c1)Cc1nc(-c2ccc(Cl)cc2)no1,94,-2,-0.3,2.6,-1.3,1,-1,98,7,5
O=C(CCN1C(=O)c2ccccc2C1=O)Nc1cccc(S(=O)(=O)NC2=NCCC2)c1,104,-4,0.1,1.1,-0.1,33,4,100,5,-3

# Of the compounds above, these have a furan ring, fused or not.
SMILES,STAT1 act,Efa HMGR inh,Hsp70 activator,NF-kB neuron act,DTT redox prof,APP 5'UTR act,TLR4 MyD88 comp,STAT3 activator,STAT3 inh,STAT1 inh
COC(=O)CSc1nnc(-c2ccoc2C)n1-c1ccc(C)cc1,99,1,0.0,0.88,-0.1,6,2,96,6,1
O=C(O)CCCCCNC(=O)/C=C/c1ccco1,92,2,-0.3,1,0.7,2,-3,107,-2,8
CS(=O)(=O)N(CCc1ccccc1)CC(=O)NCc1ccco1,91,0,0.0,1.2,2.0,-9,-13,100,4,10

# The list goes on.
SMILES,STAT1 act,Efa HMGR inh,Hsp70 activator,NF-kB neuron act,DTT redox prof,APP 5'UTR act,TLR4 MyD88 comp,STAT3 activator,STAT3 inh,STAT1 inh
N#Cc1nc(-c2ccco2)oc1N1CCC(C(N)=O)CC1,98,3,-0.2,1.1,-0.1,-1,1,98,4,2
Cn1c(=NC(=O)CSCC(=O)N2CCCC2)sc2ccccc21,101,0,-0.4,0.86,0.0,-6,2,95,6,-1
O=C(CSC1=Nc2ccccc2C2=NC(c3ccccc3)C(=O)N12)NCC1CCCO1 (configuration not stated),100,-1,-0.2,1.1,-0.1,2,11,102,-2,2
CN(C(=O)c1ccc(S(=O)(=O)N2CCCC2)cc1)C1CCCCC1,100,0,0.2,0.98,0.0,11,-13,97,1,-1
COC(=O)CN1C(=O)N/C(=C/c2ccc(OC)c(C)c2OC)C1=O,94,-3,-0.1,1.1,0.0,-22,8,100,5,8
CS(=O)(=O)c1cnc2c(S(=O)(=O)c3ccccc3)cnn2c1N,100,-3,-0.3,1,-0.6,9,8,105,-1,-1
COc1ccccc1NC(=O)CNC(=O)c1ccc([N+](=O)[O-])cc1,98,5,1.0,0.96,-0.2,13,-12,96,13,0
Cc1occc1C(=O)NNC(=O)c1cccc(F)c1,106,-9,-0.3,1.1,-0.1,21,-4,98,5,-9
COc1ccc(C(=O)NCC2CCCO2)cc1S(=O)(=O)N1CCCc2ccccc21 (configuration not stated),91,-7,-0.3,0.76,-0.8,9,-7,100,0,10
Cc1cccc(NC(=O)CCN2CC(C)OC(C)C2)c1 (configuration not stated),100,0,-0.4,1.2,1.8,10,-2,104,-1,0
COc1ccc(/C=N/N=C2/NC(=O)C(CC(=O)O)S2)cc1OCc1ccc(Cl)cc1 (configuration not stated),78,-5,-0.5,1.1,0.2,31,3,75,31,25
CSc1nc(S(=O)(=O)c2ccccc2)c(Cl)s1,91,-3,-0.5,1.2,-0.5,8,-3,97,6,7
COc1ccc(C)cc1NC(=O)CC(NC(C)=O)c1ccccc1 (configuration not stated),100,1,1.1,1.2,0.7,-18,-9,101,7,0
COc1ccc(NC(=O)C2CCCN2S(=O)(=O)c2ccc3c(c2)CCC(=O)N3)c(OC)c1 (configuration not stated),106,-3,-0.3,0.82,-2.2,15,-13,100,8,-7
Cc1ccnc(NC(=S)NC(=O)c2cncc(Br)c2)c1,123,-7,-0.3,2.6,-0.1,85,-22,105,-8,-25
O=C(NC(=S)NCCc1ccccc1)c1ccco1,110,1,-0.2,1.7,2.3,13,-4,105,6,-11
COc1cc(C(=O)Nc2ccc(S(=O)(=O)Nc3cc(C)nc(C)n3)cc2)cc(OC)c1OC,97,-4,-0.2,1,-1.0,-1,-2,98,7,2
Cc1ccc2c(COC(=O)c3c(C)noc3C)cc(=O)oc2c1,106,0,-0.3,1.2,5.9,10,7,91,13,-6
CCOCCCNS(=O)(=O)c1ccc(NC(=O)c2ccccc2)cc1,95,-2,-0.3,0.97,3.4,6,-5,82,24,5
COc1cc(CO)cc(Br)c1OCC(=O)O,101,-7,0.3,0.95,-0.3,21,-6,94,13,-2
COC(=O)C1C(=O)NC(SC)=C(C#N)C1c1ccccc1F (configuration not stated),100,2,0.3,1,2.4,12,7,103,-1,0
CS(=O)(=O)Nc1ccc(OCc2ccccc2)cc1,115,-6,-0.1,1.8,0.4,38,-1,116,-21,-17
CCOc1cc(C(=O)Nc2ncccn2)cc(OCC)c1OCC,108,-4,-0.1,1.2,-0.7,-11,-20,98,4,-9
Cc1ccc(CN2CCN(/N=C/c3cccn3C)CC2)c(C)c1,101,1,-0.1,1.1,-0.1,-9,-3,91,16,-1
Cc1sc2nc(COC(=O)c3c(F)cccc3F)[nH]c(=O)c2c1C,117,0,-0.2,1.5,0.2,16,9,89,18,-18
Cc1nn(Cc2ccccc2)c(Cl)c1C(=O)OCC(=O)NC(=O)NC12CC3CC(CC(C3)C1)C2,97,-1,-0.3,1,-0.3,16,12,107,-4,3
O=C(CSc1ncn[nH]1)Nc1ccc(OCc2ccccc2)cc1,122,-5,-0.1,1.9,0.1,-2,12,114,-11,-21
CCOc1ccc2nc(N3CCCC(C(=O)N4CCN(CC)CC4)C3)sc2c1 (configuration not stated),108,-8,-0.2,1.4,-0.8,40,-6,106,2,-9
O=c1[nH]n2c(=O)c3c([nH]c2c1N=Nc1cccc(C(F)(F)F)c1)CCCC3,96,1,0.0,1.7,-0.8,-9,6,101,1,2
Cc1ccc(NC(=O)N2CCC(O)(c3cccnc3)CC2)cc1,98,0,0.0,1.5,0.1,-8,-8,102,-2,2
CCOC(=O)C1=C(CS(=O)(=O)c2ccccc2)NC(=O)NC1c1ccccc1OCC (configuration not stated),104,6,0.1,0.86,-3.7,-3,8,98,8,-5
COc1ccc(-c2nc(CSCC(=O)NCc3ccco3)c(C)o2)cc1,81,-6,-0.3,0.74,-5.3,-10,1,99,4,20
COC(=O)CN(c1cccc(F)c1)S(C)(=O)=O,107,-5,-0.4,1.3,0.2,5,3,99,8,-7
Clc1ccc(OCc2nc(-c3ccccn3)no2)c(Br)c1,107,-2,0.0,3.2,-0.6,138*,-4,56,57*,-8
CCOc1cc(C#N)c(NC(=O)c2ccco2)cc1OCC,94,-5,-0.2,0.98,0.1,12,8,97,8,7
CCc1ccccc1NC(=O)CSc1nc2n[nH]c(C)c2c(=N)n1-c1ccc(OC)cc1,102,-2,-0.1,0.38,-2.2,6,6,99,7,-1
S=C(NCCCn1ccnc1)Nc1cccc(Cl)c1,101,-6,-0.1,1,8.4,6,6,97,8,-3
O=C(O)c1ccc(NCc2ccncc2)cc1,97,-13,-0.4,0.97,1.1,.,1,101,-2,4
Cc1[nH]c2ccccc2c1C(=O)COC(=O)C1CC(=O)N(Cc2ccco2)C1 (configuration not stated),105,-4,-0.1,1,1.2,-9,8,107,-6,-5
O=C(NC(=S)Nn1cnc2c(cnn2-c2ccccc2)c1=O)c1ccc(Cl)cc1,103,0,0.2,1.3,0.3,-7,14,88,13,-3
